FUS suppressor: FUS proteinopathy suppression in yeast. S. cerevisiae FUS-expressing, growth rescue, OD600, 24 h. Potency, µM (series often up to 76.6 µM), inactives show at the highest dose growth rescue (activation), hits mostly activators. 390,000 compounds, 0.24% hits;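 further: potency means the concentration at half of the fitted maximal effect; plate controls were DMSO vehicle for no effect and reference control for full effect; nearly all actives have a fitted effect of over 55% in size; some results filed as inactive show a strong effect at the top dose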
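S. cerevisiae expressing FUS from galactose induction served as the toxicity model. Growth after 24hr at 30C, read as absorbance at 600 nm, indicates suppression of toxicity; compounds dosed at several concentrations.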
EPAC1 antag: EPAC1 (human) antagonism; O95398; EPAC1 GEF assay, Rap1b-BODIPY-GDP exchange fluorescence; Potency, µM (highest dose often 115 µM), inactives show at the top dose activity change, negative = inhibition, hits mostly inhibitors; 360,000 compounds, 0.14% hits;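 further: potency means the concentration at half of the fitted maximal effect; plate controls were vehicle for no effect and positive control for full effect; nearly all actives have a fitted effect of over 50% in size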
PLK1 PBD block: inhibitors of human PLK1 polo-box domain binding | Potency, µM, without a hit: max response, negative = inhibition, most hits filed as inhibitors | Plk1 PBD binding of FITC phosphopeptide, fluorescence polarization | 360,000 compounds, 2.8% hits; further: potency means the concentration at half of the fitted maximal effect; series mostly up to about 57 µM; on the % scale 0 is the no-effect control and ±100 the full control effect; nearly all actives have a fitted effect of over 65% in size
Target sequence (P53350 whole entry, looked up, the tested form may be a part): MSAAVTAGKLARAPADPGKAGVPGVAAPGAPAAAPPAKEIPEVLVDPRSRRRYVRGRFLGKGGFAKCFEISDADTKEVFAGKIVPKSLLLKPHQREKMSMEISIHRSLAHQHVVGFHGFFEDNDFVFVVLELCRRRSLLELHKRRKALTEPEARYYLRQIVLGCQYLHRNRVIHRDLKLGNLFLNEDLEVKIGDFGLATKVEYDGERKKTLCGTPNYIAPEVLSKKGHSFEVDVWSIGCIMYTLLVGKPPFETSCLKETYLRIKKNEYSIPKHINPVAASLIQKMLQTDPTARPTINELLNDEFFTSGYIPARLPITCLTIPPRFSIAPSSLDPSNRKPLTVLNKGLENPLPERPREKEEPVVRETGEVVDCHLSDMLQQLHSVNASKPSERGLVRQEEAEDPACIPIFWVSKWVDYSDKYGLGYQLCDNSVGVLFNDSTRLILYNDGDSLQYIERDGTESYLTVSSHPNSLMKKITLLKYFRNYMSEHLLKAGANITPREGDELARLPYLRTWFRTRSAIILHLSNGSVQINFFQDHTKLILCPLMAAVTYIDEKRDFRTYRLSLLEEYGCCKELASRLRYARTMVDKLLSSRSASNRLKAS
WRN inhibitor: blocks human WRN helicase | Q14191 | WRN helicase unwinding, fluorescent forked duplex, kinetic | Potency, µM (doses to about 114 µM), without a hit: at the top dose activity change, negative = inhibition, actives largely listed as inhibitors | 360,000 compounds, 0.46% hits; further: potency means the concentration at half of the fitted maximal effect; on the % scale 0 is the no-effect control and ±100 the full control effect; nearly all actives have a fitted effect of over 55% in size
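Kinetic fluorescence helicase assay: unwinding of a quenched forked DNA duplex (100 nM final) with 2 mM ATP final raises red fluorescence (525/598 nm). Compounds sat 15 min at room temperature with 20 nM WRN beforehand.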
EPAC1 agonist: activates human EPAC1 exchange factor; EPAC1 agonist qHTS, biochemical assay; response scale: 100% = response to 6.5 mM cAMP; Potency, µM (doses to about 154 µM), for inactives: at the highest dose activation, most hits filed as activators; 360,000 compounds, 0.073% hits; further: potency means the concentration at half of the fitted maximal effect; nearly all actives have a fitted effect of over 60% in size
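Normalized to 6.5 mM cAMP, activity reflects EPAC1-catalysed release of BODIPY-GDP from Rap1B, followed kinetically over 30 min at 480 nm excitation, 540 nm emission. Reaction contained 100 nM EPAC1, 250 nM Rap1B-BODIPY-GDP, 50 uM GDP.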
PI5P4K alpha inh: PI5P4K alpha (human) kinase inhibition; P48426; PI5P4Kalpha enzyme, ADP-Glo luminescence, 60 min; active compounds read low; max response, %; 330,000 compounds, 1.2% hits; active means max response of -50% or lower; inconclusive means between -30% and -50%; inactive means -30% or higher; further: value at the top dose of about 77 µM; on the % scale 0 is the no-effect control and ±100 the full control effect
Target sequence (P48426 whole entry, looked up): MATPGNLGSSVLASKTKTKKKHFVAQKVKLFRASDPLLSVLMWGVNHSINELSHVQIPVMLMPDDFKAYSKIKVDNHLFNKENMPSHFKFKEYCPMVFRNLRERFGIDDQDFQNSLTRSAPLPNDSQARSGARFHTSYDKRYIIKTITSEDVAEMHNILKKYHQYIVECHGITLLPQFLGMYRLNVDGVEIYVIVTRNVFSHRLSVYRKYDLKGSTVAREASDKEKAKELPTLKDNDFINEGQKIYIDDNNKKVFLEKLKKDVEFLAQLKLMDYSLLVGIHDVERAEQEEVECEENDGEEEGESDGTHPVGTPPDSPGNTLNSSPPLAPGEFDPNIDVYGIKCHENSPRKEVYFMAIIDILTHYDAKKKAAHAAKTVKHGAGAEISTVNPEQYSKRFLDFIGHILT
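Compounds were pin-transferred onto PI5P4Kalpha and substrate in HEPES pH 7.4 buffer with EGTA, CHAPS and 5% DMSO. ATP (5 microM final) started the reaction, which ran 60 minutes at room temperature before ADP-Glo detection.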
Abeta rescue: A-beta toxicity reversal in yeast | yeast expressing A-beta42, growth rescue, OD600, 48 h; response scale: 0% DMSO, 100% iron-clioquinol control | 410,000 compounds, 0.063% hits | Potency, µM (highest dose often 46.1 µM), for inactives: top-dose growth rescue, usual class: activators; further: potency means the concentration at half of the fitted maximal effect; nearly all actives have a fitted effect of over 55% in size
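Growth rescue measured by 600 nm absorbance after 48 h yeast culture at 30 C with compound. Values normalized between DMSO and an equimolar ferric chloride plus clioquinol control.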
IL2 activator: IL-2 activation; IL-2 activation reporter assay, cell-based qHTS; stimulated with anti-CD3/CD4/CD28 beads; in transgenic mouse T cells; activation, % (series mostly up to about 46 µM); 360,000 compounds, 0.065% hits; in the data active means activation above about 50%; inconclusive means mostly about 30% to 49%; further: 0% is about no effect
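Quantitative HTS in unstimulated transgenic mouse T cells, with memory T cells as non-tolerant control and PMA/ionomycin as tolerance-bypass control. Compound pretreatment lasted 60 minutes before 18 h bead stimulation; EGFP/DsRed fluorescence read.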
Starred values were filed as active, the others as inactive; ? = inconclusive; / = not tested or not shown; [ ] = another dose, or the depositor's remark. Unless noted, the call rests on the fitted dose curve; in most records, active means well fitted curve in the direction sought with a large enough effect; inconclusive means small, poorly fitted or top-dose-only effect, or another doubt; inactive means no such curve, though single readings can be large; an effect the other way counts as inactive or inconclusive.

SMILES	FUS suppressor	EPAC1 antag	PLK1 PBD block	WRN inhibitor	EPAC1 agonist	PI5P4K alpha inh	Abeta rescue	IL2 activator
C[C@@H]1CN([C@H](C)CO)C(=O)Cc2cc(NS(=O)(=O)c3ccc(Cl)cc3)ccc2O[C@H]1CN(C)Cc1ccc(C(F)(F)F)cc1	?	?	-3%	2%	-27%	1	18%	-0.7
COc1cccc2sc(NNC(=O)C3COc4ccccc4O3)nc12 (stereo not drawn)	33%	0%	-18%	-8%	-4%	-6	-9%	1.2
O=C(NCCCNC(=O)c1ccco1)c1ccc(F)cc1	-5%	-3%	-1%	9%	-2%	0	13%	-0.4
O=C(N/C=C/c1ccccc1)c1ccccc1	-7%	-18%	5%	-4%	-6%	1	6%	-0.4
Cc1ccc(C(CC(=O)N2CCOCC2)c2ccco2)cc1 (stereo not drawn)	40%	-4%	-22%	-28%	-5%	5	-27%	2.8
NC(=O)CC(NC(=O)Cc1ccc(Br)cc1)c1ccc(N2CCc3ccccc3C2)c([N+](=O)[O-])c1 (stereo not drawn)	42%	-28%	-10%	-2%	3%	0	-9%	-4.3
CCCC1=NN(C(=O)Cc2ccc([N+](=O)[O-])cc2)C(O)(C(F)(F)F)C1 (stereo not drawn)	5%	19%	?	-5%	5%	-6	6%	-1.1
Fc1cccc(Cc2c(-c3cccc(Cl)c3)nc3c(Cl)cc(C(F)(F)F)cn23)c1	-5%	-1%	-9%	-9%	-2%	14	-16%	0.6
COCCNc1nnc(SCC(=O)NC2CCCCC2)s1	-14%	-7%	-13%	3%	-9%	6	-11%	0.7
Cc1ccc(N(C=NC#N)CC(=O)N2CCN(c3ccccc3)CC2)cc1	16%	9%	-3%	0%	0%	-12	-15%	-3.6
COc1cc(C(=O)N2CCN(C(=O)c3ccco3)CC2)cc(OC)c1OC	-13%	-1%	-5%	0%	6%	-7	-4%	0.0
Cc1ccc(N=C2SC(C(=O)Nc3ccc(OC(F)(F)F)cc3)C(N)=C2C(=O)Nc2c(C)cc(C)cc2C)cc1 (stereo not drawn)	?	?	-12%	-10%	-20%	-18	23%	-4.8
CCSc1nc(N2CCOCC2)c2c(c1C#N)CCCC2	-9%	-17%	-3%	-26%	22%	-1	9%	0.2
CCc1ccc(N(CC)C(=O)Cc2c(C(=O)O)n(C)c3ccccc23)cc1	22%	0%	7%	-11%	-1%	8	19%	-5.0
CCN(CC)CCCNC(=O)c1cc2c(Cl)nc3ccccc3c2s1	8%	-12%	-13%	42%[activator]	-6%	0	-16%	0.8
CCn1c(COc2ccc(C)cc2)nnc1SCc1nc2ccccc2[nH]1	23%	-12%	2%	1%	2%	/	41%	-0.7
CCCC(=O)NCCCc1nc2ccccc2n1C(C)C	-23%	19%	-12%	3%	-3%	2	-6%	-0.6
O=C(COc1ccccc1)N/N=C/c1ccc(O[C@@H]2O[C@H](CO)[C@@H](O)[C@H](O)[C@H]2O)cc1	-13%	-10%	-8%	-3%	7%	1	12%	1.8
O=C(O)c1cccc(CN2C(=O)SC(Nc3ccccc3)C2=O)c1 (stereo not drawn)	-3%	8%	-17%	-9%	-2%	-10	0%	1.3
Cc1cc(=O)oc2c(C)c(OC(C)C(=O)NC(Cc3c[nH]c4ccc(O)cc34)C(=O)O)ccc12 (stereo not drawn)	0%	-5%	-9%	-8%	-24%	1	-11%	1.5
COc1ccc(S(=O)(=O)N2CCCCC2)cc1NCC(=O)Nc1ccc(C)cc1	?	-2%	-13%	0%	6%	-5	5%	-2.6
COc1cccc(N2C(=O)C3C(C2=O)C3(c2ccccc2)c2ccccc2)c1 (stereo not drawn)	20%	-4%	-13%	-14%	15%	5	-30%	-4.0
Cc1ccc(C(=O)N2CCC3(CC2)Oc2ccc(Cl)cc2C(=O)C32CC(c3ccccc3)=NO2)s1 (stereo not drawn)	23%	-5%	-1%	0%	1%	0	-2%	0.6
CC(=O)c1c(C)n(CCO)c2ccc(O)cc12	21%	7%	-3%	4%	-1%	/	13%	2.0
C=CCOc1ccc(/C=C2\SC(=S)N(CCC(=O)O)C2=O)cc1	-7%	-8%	27µM*	-1%	5%	-22	16%	-0.5
CCc1ccccc1NC(=O)CN(C)C(=O)Cn1cnc2ccc(Cl)cc2c1=O	/	-20%	-8%	-15%	7%	4	-4%	-0.2
O=C(CN1C(=O)NC2(CCCC2)C1=O)Nc1ccc(Cl)cc1F	10%	11%	-11%	9%	12%	0	7%	-0.2
Cc1cc(C)c(C(=O)C(C)OC(=O)C2=COCCO2)cc1C (stereo not drawn)	6%	0%	1%	7%	-6%	1	-16%	0.4
COC(=O)c1ccc(NC(=O)C(=O)N2CCCC2)cc1	16%	4%	-11%	-7%	-2%	0	-12%	-2.0
CCOC(=O)c1ccc(NC(=O)C2CC3CCC2C3)cc1 (stereo not drawn)	-1%	-2%	3%	-8%	-2%	0	-19%	-1.0
CC(C)CN(C(=O)COC(=O)CCSc1ccc(F)cc1)c1c(N)n(Cc2ccccc2)c(=O)[nH]c1=O	3%	-5%	4%	-1%	-13%	-1	-1%	0.4
CCOC(=O)[C@]12CCC=C1N(CCC1=CCCCC1)C(=O)[C@H](CC(=O)N1CCN(C(=O)c3ccco3)CC1)C2	20%	-17%	-17%	-5%	-1%	-2	-8%	0.5
CCN(C(=O)COC(=O)c1ccc(S(=O)(=O)N2CCCc3ccccc32)cc1)C1CCS(=O)(=O)C1 (stereo not drawn)	-5%	1%	1%	1%	-8%	1	6%	-4.0
C=C(C)CSc1nc2c(c(=O)[nH]c(=O)n2C)n1Cc1ccccc1	5%	?	-24%	-6%	-11%	2	-5%	-3.6
Cc1ccccc1Nc1nc(N)nc(CN(C)c2ccccc2)n1	15%	-4%	2%	-8%[57.1 µM]	2%	10	3%	-2.2
CCn1cc(C(=O)NC(C)C)c(=O)c2cc(F)c(N3CCN(C(=O)c4ccco4)CC3)cc21	34%	-10%	-15%	-1%	-13%	-6	5%	-3.8

Reformatted with values under each structure: part of the list above.
Second line of a record – FUS suppressor, EPAC1 antag, PLK1 PBD block, WRN inhibitor, EPAC1 agonist, PI5P4K alpha inh, Abeta rescue, IL2 activator
> COC(=O)c1ccc(NC(=O)C(=O)N2CCCC2)cc1
    16%, 4%, -11%, -7%, -2%, 0, -12%, -2.0
> CCOC(=O)c1ccc(NC(=O)C2CC3CCC2C3)cc1 (stereo not drawn)
    -1%, -2%, 3%, -8%, -2%, 0, -19%, -1.0
> CC(C)CN(C(=O)COC(=O)CCSc1ccc(F)cc1)c1c(N)n(Cc2ccccc2)c(=O)[nH]c1=O
    3%, -5%, 4%, -1%, -13%, -1, -1%, 0.4
> CCOC(=O)[C@]12CCC=C1N(CCC1=CCCCC1)C(=O)[C@H](CC(=O)N1CCN(C(=O)c3ccco3)CC1)C2
    20%, -17%, -17%, -5%, -1%, -2, -8%, 0.5

The listing continues.
SMILES	FUS suppressor	EPAC1 antag	PLK1 PBD block	WRN inhibitor	EPAC1 agonist	PI5P4K alpha inh	Abeta rescue	IL2 activator
C=CCn1c(SCC(=O)c2cc(C)n(C(C)COC)c2C)nc2sc(C)c(C)c2c1=O (stereo not drawn)	?	-11%	3%	-2%	2%	/	-8%	-3.9
CCc1nc(C)cn1S(=O)(=O)c1cc(Br)c(C)cc1OC	2%	6%	-2%	-4%	18%	9	25%	-0.6
CCOC(=O)c1nnn(-c2ccccc2C#N)c1C	2%	16%	1%	13%	-1%	1	6%	-1.4
CC1=C(C#N)C(c2cn(-c3ccccc3)nc2-c2cccs2)C(C#N)=C(C)N1	10%	-11%	-8%	-13%	?	/	-14%	-0.1
CC(=O)Nc1ccccc1-c1ccc(C)o1	-23%	8%	-8%	8%	4%	-1	-3%	-0.7
Cc1ccc(-n2c(C)cc(/C([O-])=C(/C(=S)Nc3ccc(F)c(Cl)c3)[n+]3ccccc3)c2C)cc1	?	-5%	-11%	-6%	-20%	-4	-8%	0.3
CC(=O)N1N=C(c2ccncc2)OC12CCCCC2	-2%	11%	-6%	4%	-8%	3	-6%	-0.1
Cc1cc(C)c(OCC(=O)N(Cc2cccs2)C2CCS(=O)(=O)C2)c(C)c1 (stereo not drawn)	29%	-16%	-9%	1%	-2%	-2	2%	1.6
O=C(CSc1nc2nn(-c3ccccc3)c(=O)c-2c2n1CCCCC2)Nc1ccc(F)c(F)c1	35%	11%	-10%	-5%	-11%	1	1%	-1.0
O=C(NC(N1CCOCC1)C(Cl)(Cl)Cl)c1ccccc1Cl (stereo not drawn)	25%	?	6%	2%[57.1 µM]	1%	1	-1%	-0.4
O=C(CCl)N(CCc1ccccc1)CCc1ccccc1	12%	?	-7%	0%	1%	1	-7%	-5.4
COC1(NC(=O)c2ccccc2)C(C)=CC(=O)C=C1C	-19%	13%	-27%	0%	4%	2	-5%	-1.3
COc1ccc(C2=NN(c3nc(-c4ccccc4)c(CC(=O)O)s3)C(c3ccco3)C2)cc1 (stereo not drawn)	/	?	11µM*	?	-7%	?	-11%	-3.7
O=C(CSc1ncnc2ccccc12)NCCCO	/	3%	-11%	-9%	5%	-1	11%	0.1
O=C(O)CSCCCC(=O)Nc1ccc(Br)cc1	-20%	-27%	-3%	-3%	4%	3	3%	-1.9
O=C1CC(c2ccccc2)c2ccc(O)cc2O1 (stereo not drawn)	-27%	6%	-5%	3%	9%	-7	-11%	2.4
CC1CCN(CCCNC(=O)CCNC(=O)Cn2cnc3ccccc3c2=O)CC1	25%	-4%	-3%	6%	-3%	3	-17%	-2.2
CC(C)(O)c1cc2ccc(C#Cc3ccsc3)cc2c(=O)o1	23%	-1%	-3%	-1%	5%	3	-50%[inhibitor]	-0.4
CCn1c(COc2ccccc2)nnc1SCC(=O)NC1CCCCC1	13%	-2%	-9%	3%	2%	4	14%	-0.5
C=CCN1C(=O)N(c2ccccc2)C(=O)C1CC(=O)Nc1ccc(OC)cc1 (stereo not drawn)	4%	-10%	-9%	-35%	6%	2	22%	1.4
CC(C)(C)c1ccc(C(=O)NN2CCOCC2)cc1	11%	15%	-8%	9%	3%	4	12%	-1.0
O=C(NCCO)c1cc2ccccc2cc1O	?	-5%	-26%	-6%	7%	/	6%	0.2
COc1ccc(OC)c(CC(NC(C)=O)C(=O)NC2CCN(c3nc(OC)nc(OC)n3)CC2)c1 (stereo not drawn)	-28%	-9%	-8%	10%	4%	-3	17%	0.5
Nc1nc(SCc2cccc(Br)c2)n[nH]1	-26%	-12%	?	0%	-10%	0	-1%	-2.5
COc1ccc(NC(=O)C(=O)NCC2CCCN2S(=O)(=O)c2ccc(C)cc2)cc1 (stereo not drawn)	25%	-12%	5%	-16%	14%	1	3%	-0.5

Screening data deposited in PubChem BioAssay by National Center for Advancing Translational Sciences (NCATS).
